# Bioassay records (PubChem BioAssay)
# GSK3B inh: human GSK3beta kinase inhibitors, primary screen, biochemical, cell-free homogeneous, HTS. GST-GSK3beta kinase, ADP-Glo luminescence, 60 min; stronger effect = lower value. activity score (negative = inhibition), % at 10 µM. hit rate 0.038% among 300,000. AID 2097, 2009;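 active = more than half of replicate wells score below -50%, meaning over 50% inhibition versus plate controls; inconclusive = some replicates but at most half score below -50%; inactive = no replicate scores below -50%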;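 also: 0% = median DMSO wells and -100% = median GW8510 positive control wells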
#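 Assay system: GST-tagged human GSK3beta kinase, cell-free; Input: 1.6 ng GSK3beta; Medium: Tris/MgCl2 kinase buffer; Timing: 60 min enzyme reaction, room temperature; Signal: ADP-Glo luminescence quantifying ADP generated by kinase; Evaluation: score relative to plate controls; Benchmarks: DMSO neutral wells and GW8510 at 20 µM as positive.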
# HSF1 inhib: HSF1 inhibitors in luciferase reporter cells, primary screen, cell-based, NIH3T3, luminescence; NIH3T3-HGL HSE-luciferase, MG132-induced, luminescence 8 h; stronger effect = lower value; activity change, negative = inhibition, % at 7.5 µM (by protocol); hit rate 0.77% among 300,000; AID 2098, 2009;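 active = more than half of replicate wells show activity change below -50%, luminescence cut by over half; inconclusive = some wells, but at most half, below -50%; inactive = no replicate well below -50%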;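 also: luciferase reports HSF-1 transcriptional activity via heat shock element; 0% = median of DMSO wells and -100% = zero luminescence signal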
# HDAC3 inh: HDAC3 deacetylase inhibitors, primary screen, biochemical, fluorescence, cell-free homogeneous; Histone deacetylase 3 (Homo sapiens), O15379; recombinant HDAC3, fluorogenic peptide/trypsin coupled; inhibition, % at 8.3 µM; hit rate 0.15% among 320,000; in the data active = inhibition above about 26%, passing the limit was not always enough; inconclusive = no clear call, values can overlap the other calls
# Target sequence (O15379 whole entry, looked up): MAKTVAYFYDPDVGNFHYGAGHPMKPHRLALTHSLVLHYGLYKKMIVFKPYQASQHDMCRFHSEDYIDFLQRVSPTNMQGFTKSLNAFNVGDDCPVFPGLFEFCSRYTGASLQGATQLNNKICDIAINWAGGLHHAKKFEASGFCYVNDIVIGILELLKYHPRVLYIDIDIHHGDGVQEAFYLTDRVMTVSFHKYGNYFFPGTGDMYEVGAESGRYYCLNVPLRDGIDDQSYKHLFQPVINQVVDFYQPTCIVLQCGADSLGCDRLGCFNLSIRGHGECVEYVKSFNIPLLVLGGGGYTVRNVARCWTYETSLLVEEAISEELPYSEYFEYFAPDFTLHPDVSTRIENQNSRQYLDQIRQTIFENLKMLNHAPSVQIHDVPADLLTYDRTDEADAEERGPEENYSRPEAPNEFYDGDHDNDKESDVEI
# HSF1 activator: HSF-1 activators, primary screen, NIH3T3-HGL cells, MG132 stress, luminescence, single point. NIH3T3-HGL HSF-1 luciferase reporter, 8 h; 100% = twice DMSO control signal. activation, % at 9 µM. hit rate 1.7% among 300,000;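 active = mean replicate activation of at least 50% with a set share of replicates each reaching 50%; inconclusive = only one of those two conditions met; inactive = mean below 50% and too few replicates reaching it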;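 also: 0% = median of the neutral control wells and 100% = twice that signal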
# DYRK1A inh: rat Dyrk1A kinase inhibitors, primary screen, biochemical, single point, plate reader; Dual specificity tyrosine-phosphorylation-regulated kinase 1A (Rattus norvegicus), Q63470; ADP-Glo luminescence, NFATc1 peptide; inhibition, % at 12.5 µM; hit rate 0.43% among 310,000; in the data active = inhibition above about 50%;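 also: plate controls were vehicle with enzyme for no effect and no enzyme for full effect; many of its hits are not listed in these tables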
# AI-2 QS mod: Vibrio harveyi AI-2 quorum sensing modulators, primary screen, JMH597 strain, luminescence/OD600 ratio; AID 2094, 2009; hit rate 0.4% among 300,000; activity change, % at 7.5 µM; Vibrio harveyi JMH597 AI-2 luminescence/OD600 ratio, 9 h; stronger effect = lower value; strain lacks LuxN and CqsS sensors; 0 = neutral-control median; in the data active = activity change below about -75%, passing the limit was not always enough; inconclusive = no clear call, values can overlap the other calls;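 also: luminescence divided by OD600 gain over 9 h not by final OD600 alone; inactives centre near 13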
# HSP90 refold inh: HSP90 inhibitors, primary screen, cell lysate, luminescence; hit rate 0.91% among 290,000; Heat shock protein HSP 90 (rabbit reticulocyte lysate; luciferase refolding); inhibition, % at 5.6 µM; AID 1789, 2009; Rabbit reticulocyte lysate, luciferase refolding luminescence, 3 h;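 active = inhibition above the screen-wide mean plus 3 SD, computed separately per campaign, cut at about 16% in these data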;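 also: 0% = DMSO wells and 100% = 60 µM geldanamycin wells; inhibitors lower the luminescence because luciferase stays unfolded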
# PolyA inhibitor: polyadenylation inhibitors in yeast reporter cells, primary screen, luminescence, S. cerevisiae | AID 1875, 2009 | calls only at 12 µM | hit rate 0.02% among 300,000 | S. cerevisiae SKY197-pL101 polyadenylation reporter, beta-gal luminescence; efflux-impaired pdr1/pdr3 knockout yeast; score 100 = 6 SD above DMSO;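 active = lowest replicate activity score at least 50, where 100 means six control SD above control mean; inconclusive = lowest score under 50 but half or more replicates reach 50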;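 also: yeast exposed to compound for 9 h at 30 °C; higher score means more reporter readthrough which indicates perturbed polyadenylation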
# Platelet DG rel: inhibitors of platelet dense granule secretion, primary screen, cell-based, MLPCN, human platelets | human platelet-rich plasma, SFLLRN dense granule ATP release, luminescence | inhibition, %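 (compounds screened at 7.5 µM in platelet-rich plasma)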 | hit rate 0.22% among 300,000;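 active = mean replicate score, as percent of positive control, at or above 50; inconclusive = mean below 50 but at least one replicate at or above 50; inactive = mean and every replicate below 50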
# GSK3A inh: blockers of GSK3A enzyme activity – biochemical, luminescence, cell-free homogeneous, HTS, primary screen. Glycogen synthase kinase-3 alpha (Homo sapiens), P49840. hit rate 0.1% among 320,000. AID 2650, 2010. inhibition, % at 10 µM. GSK-3 alpha kinase, ADP-Glo luminescence, 60 min;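 in the data active = inhibition above about 50%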;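 also: GST-tagged GSK-3 alpha with peptide substrate and 25 µM ATP; 0% = DMSO neutral wells and 100% = GW8510 positive control wells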
# Target sequence (P49840 whole entry, looked up): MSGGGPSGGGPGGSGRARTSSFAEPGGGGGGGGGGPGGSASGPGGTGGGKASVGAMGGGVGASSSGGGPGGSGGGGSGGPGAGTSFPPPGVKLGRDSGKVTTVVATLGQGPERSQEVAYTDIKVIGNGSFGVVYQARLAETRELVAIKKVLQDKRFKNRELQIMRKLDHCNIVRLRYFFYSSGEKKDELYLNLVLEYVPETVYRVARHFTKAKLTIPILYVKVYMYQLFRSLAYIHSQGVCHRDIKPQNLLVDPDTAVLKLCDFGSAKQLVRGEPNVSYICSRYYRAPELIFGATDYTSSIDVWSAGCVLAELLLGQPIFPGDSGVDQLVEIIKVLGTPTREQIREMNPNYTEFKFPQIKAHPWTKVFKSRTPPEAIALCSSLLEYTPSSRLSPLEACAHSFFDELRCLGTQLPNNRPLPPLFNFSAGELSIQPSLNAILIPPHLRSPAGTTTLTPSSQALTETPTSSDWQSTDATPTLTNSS
# An asterisk follows results filed as active; i = inactive; ? = inconclusive; nt = not tested or not shown. A portion of the library; count on the stated rates, not on these rows.
# Values run as follows: GSK3B inh, HSF1 inhib, HDAC3 inh, HSF1 activator, DYRK1A inh, AI-2 QS mod, HSP90 refold inh, PolyA inhibitor, Platelet DG rel, GSK3A inh
CCCC(c1nnnn1CCC(C)C)N1CCC(C(N)=O)CC1 (centres undefined)
 : -2, -7, 1, 2, -3, 16, 3, i, 0, -1
CCOC(=O)C1CCCN(CC(=O)Nc2c(C(=O)OC)[nH]c3ccc(Br)cc23)C1 (centres undefined)
 : 6, 19, -3, 19, 2, 20, 0, i, 15, 1
CCCCNC(=S)N/N=C1\C(=O)c2cccc3cccc1c23
 : -3, 0, 0, 4, 7, 17, -3, i, -1, 0
O=C(COC(=O)c1cn(-c2ccccc2)nc1-c1ccccc1)c1cccc([N+](=O)[O-])c1
 : -1, 1, -8, -13, 5, 0, 0, i, 3, 0
Cc1cc(C)n2nc(CC(=O)NNC(=O)c3ccccc3Cl)nc2n1
 : 4, -2, 0, 3, -10, 27, -4, i, 1, 0
O=C(CSc1ccc(-c2ccncc2)nn1)c1ccccc1
 : 5, -3, -1, -7, 5, -1, 4, i, -8, -1
O=C(O)CCN1C(=O)C2C3CC(C2C1=O)C1C(c2ccccc2)c2sc(=O)[nH]c2SC31 (centres undefined)
 : 0, 12, 4, 23, -2, 3, 1, i, 5, 4
CN=C1S/C(=C\c2cccn2-c2cccc(Br)c2)C(=O)N1C
 : -2, -6, -6, -20, nt, 27, -2, i, 0, -2
CCOC(=O)c1c(-c2ccccc2)csc1NC(=O)CSc1nnc(C)s1
 : 2, 6, 2, 6, -1, 22, 4, i, -1, -3
Cc1ccc(OCCn2cc(Br)c(=O)[nH]c2=O)cc1
 : 3, 5, 0, 8, -3, 20, -4, i, 2, 0
CCCCCn1c(=N)c(S(=O)(=O)c2ccc(Cl)cc2)cc2c(=O)n3cccc(C)c3nc21
 : 1, -3, -10, -4, -2, 11, 0, i, -6, -2
COc1cc(C(=O)Nc2ccc3c(c2)CCN3C(C)=O)cc(OC)c1OC
 : -3, -2, -15, -11, -5, -8, -1, i, 1, -2
Cc1ccc(C(=O)Nc2c(C)n(C)n(-c3ccccc3)c2=O)cc1
 : 1, nt, 2, nt, -3, 17, -2, i, 6, -1
Cc1ccc2c(c1)CC(C)N2S(=O)(=O)c1nnc(NC(=O)CC(C)C)s1 (centres undefined)
 : 2, -2, 1, -6, -3, 3, 7, i, -5, -3
Cc1cccc(OCC2=NS(=O)(=O)c3ccccc3N2)c1
 : 12, 18, 7, 30, 8, 41, 0, i, 3, -1
CC(CCc1ccccc1)NC(=O)CSc1cccc[n+]1[O-] (centres undefined)
 : 0, 1, -6, -18, -3, 9, 2, i, -6, 0
CCOC(=O)c1ccc(NC(=S)Nc2ccccc2)cc1
 : -2, -25, nt, -37, 4, 7, -3, i, 1, 0
Cc1cc(SCC(=O)c2cccc([N+](=O)[O-])c2)nc(=O)[nH]1
 : 1, 5, 13, 6, -6, 12, 2, i, -17, 2
CCOC(=O)c1sc2nc(N3CCOCC3)c3c(c2c1N)CC(C(C)C)OC3 (centres undefined)
 : -5, -8, -7, 3, 2, -3, -2, i, 16, nt
CC(C)c1ccc(OCC(=O)Nc2cccc3c2CCCC3)cc1
 : 1, 1, 5, 3, 2, 19, 3, i, nt, 3
O=C(COc1ccc(Br)cc1)Nc1ccc([N+](=O)[O-])cn1
 : -3, nt, 2, nt, -7, 39, -2, i, 0, 5
CCC(C(=O)OCC(=O)NC1CCS(=O)(=O)C1)c1ccccc1 (centres undefined)
 : -4, -4, 0, -21, -3, 4, nt, i, 13, 1
COc1ccc(NS(=O)(=O)c2ccc(C)c(NC(=O)NC3CCCCC3)c2)cc1
 : -2, 3, -7, 1, -5, 0, 0, i, -4, 0
Cc1cnn(CCC(=O)NNC(=S)Nc2ccc(F)cc2)c1
 : 3, -3, -1, -18, 4, 18, 1, i, -3, -1
CCC(=O)N1CCc2cc(S(=O)(=O)NCCCOC)ccc21
 : 3, -8, 1, 12, -4, 16, 5, i, -1, -1
CCCCc1c(O)nc(SCC(=O)NC(C)(C)C)n(-c2ccccc2C)c1=O
 : 0, -2, 10, 14, -8, 3, -3, i, 0, 2
O=C(COc1ccc(Cl)cc1Cl)NCCCNC(=O)c1cnccn1
 : -1, -6, 0, -2, 11, 22, -1, i, -12, 2
Cc1coc(NC(=O)CSc2nc(-c3ccc(Cl)cc3)cc(C(F)(F)F)c2C#N)n1
 : 3, -69*, -17, -76, -21, 12, 0, i, -9, -1
O=C(Oc1ccc(O)cc1)C12CC3CC(CC(C3)C1)C2
 : 2, -1, 3, 26, 1, 4, -2, i, 16, 1
Cc1ccc(CNC(=O)C2CCCN2C(=O)NCc2ccccc2)cc1 (centres undefined)
 : 2, 5, -8, -4, -2, 17, 0, i, -1, 2

# The results go on.
# Abbreviations – A = GSK3B inh; B = HSF1 inhib; C = HDAC3 inh; D = HSF1 activator; E = DYRK1A inh; F = AI-2 QS mod; G = HSP90 refold inh; H = PolyA inhibitor; I = Platelet DG rel; J = GSK3A inh
SMILES: O=C(N/N=C/C1C(c2ccccc2)C1(Cl)Cl)c1cccc(Br)c1 (centres undefined)
  A: 11; B: 6; C: 12; D: 2; E: -3; F: 27; G: 1; H: i; I: 2; J: 0

SMILES: COc1cc(C(=O)C(=O)c2cc(OC)c(O)c(OC)c2)cc(OC)c1O
  A: 2; B: 16; C: -1; D: -4; E: -4; F: 14; G: 1; H: i; I: 4; J: -6

SMILES: CCCNC(=O)Nc1ccccc1SC
  A: 1; B: 4; C: 2; D: 5; E: 4; F: 15; G: 1; H: i; I: -2; J: -2

SMILES: CSC(=S)N/N=C/c1ccc(N(C)C)cc1
  A: -1; B: 23; C: 2; D: ?; E: 0; F: 17; G: 0; H: i; I: -12; J: 11

SMILES: COc1cccc(CNC(=O)CCCN2C(=O)C(c3ccccc3)Oc3cccnc32)c1OC (centres undefined)
  A: 0; B: 7; C: 3; D: -3; E: -5; F: 8; G: 1; H: i; I: -9; J: -1

SMILES: COc1ccccc1C(=O)Oc1ccc(C(C)(C)C)cc1
  A: -13; B: 4; C: 17; D: 19; E: -6; F: 20; G: -4; H: i; I: 4; J: 4

SMILES: Cc1cc(C)c2nc(Cl)c(CN(Cc3ccco3)C(=O)Nc3ccccc3C)cc2c1
  A: -1; B: -8; C: 0; D: -20; E: -4; F: 24; G: 5; H: i; I: 3; J: 3

SMILES: Cn1nc(C(=O)NCc2ccccn2)c2ccccc2c1=O
  A: 0; B: 2; C: 1; D: -5; E: 7; F: 3; G: -2; H: i; I: -1; J: 1

SMILES: CCN(CC)C(=O)c1ccc2c(c1[N+](=O)[O-])C(=O)c1ccccc1C2=O
  A: 1; B: 1; C: -6; D: -1; E: nt; F: 42; G: -3; H: i; I: 6; J: -3

SMILES: COc1ccc(-c2nc3ccccc3n2Cc2ccccc2)cc1
  A: -1; B: 3; C: 2; D: 11; E: -6; F: 27; G: 1; H: i; I: 3; J: -2

SMILES: CC1CCc2c(sc3nc(SCC(=O)O)n(-c4ccccc4)c(=O)c23)C1 (centres undefined)
  A: 2; B: -2; C: 0; D: 17; E: -15; F: 17; G: 0; H: i; I: -3; J: -3

SMILES: COc1ccc(OC)c(-c2cc(C(=O)Nc3c(C)nn(Cc4ccccc4Cl)c3C)no2)c1
  A: -1; B: 12; C: -2; D: 47; E: 4; F: -10; G: -1; H: i; I: 9; J: -5

SMILES: CCCCN(CC)S(=O)(=O)c1ccc(C(=O)N(CCCN(C)C)c2nc3cc(C)cc(C)c3s2)cc1
  A: -3; B: -10; C: 8; D: 4; E: -1; F: 10; G: -1; H: i; I: 6; J: 1

SMILES: CCC(CC)C(=O)NCCCN1CCOCC1
  A: 2; B: 2; C: 5; D: -21; E: -6; F: 4; G: -2; H: i; I: -4; J: -1

SMILES: O=CNCc1nc2ccccc2n1CCc1ccccc1
  A: nt; B: -13; C: 1; D: -1; E: 2; F: nt; G: 0; H: i; I: -1; J: 3

SMILES: O=C(Nc1ccc(S(=O)(=O)N2CCOCC2)cc1)C1CC(=O)N(c2ccc(F)cc2)C1 (centres undefined)
  A: 0; B: -8; C: -1; D: -11; E: 2; F: 2; G: 2; H: i; I: 11; J: -2

SMILES: O=C(Nc1nc(-c2ccc(F)cc2)cs1)c1cccc(N2C(=O)CCC2=O)c1
  A: 2; B: -3; C: 1; D: 10; E: -4; F: 4; G: 0; H: i; I: 1; J: 0

SMILES: COc1ccccc1C(=O)N/N=C(\C)c1ccc(NC(=O)C2CC2)cc1
  A: 2; B: 10; C: 4; D: -5; E: 6; F: 11; G: 0; H: i; I: 9; J: -3

# Exported tab-delimited: two of the compounds above.
compound	GSK3B inh	HSF1 inhib	HDAC3 inh	HSF1 activator	DYRK1A inh	AI-2 QS mod	HSP90 refold inh	PolyA inhibitor	Platelet DG rel	GSK3A inh
O=C(Nc1ccc(S(=O)(=O)N2CCOCC2)cc1)C1CC(=O)N(c2ccc(F)cc2)C1 (centres undefined)	0	-8	-1	-11	2	2	2	i	11	-2
CC1CCc2c(sc3nc(SCC(=O)O)n(-c4ccccc4)c(=O)c23)C1 (centres undefined)	2	-2	0	17	-15	17	0	i	-3	-3

# Rewritten with values ahead of the structure: part of the list above.
GSK3B inh | HSF1 inhib | HDAC3 inh | HSF1 activator | DYRK1A inh | AI-2 QS mod | HSP90 refold inh | PolyA inhibitor | Platelet DG rel | GSK3A inh | SMILES
-3 | -10 | 8 | 4 | -1 | 10 | -1 | i | 6 | 1 | CCCCN(CC)S(=O)(=O)c1ccc(C(=O)N(CCCN(C)C)c2nc3cc(C)cc(C)c3s2)cc1
2 | 2 | 5 | -21 | -6 | 4 | -2 | i | -4 | -1 | CCC(CC)C(=O)NCCCN1CCOCC1
nt | -13 | 1 | -1 | 2 | nt | 0 | i | -1 | 3 | O=CNCc1nc2ccccc2n1CCc1ccccc1
0 | -8 | -1 | -11 | 2 | 2 | 2 | i | 11 | -2 | O=C(Nc1ccc(S(=O)(=O)N2CCOCC2)cc1)C1CC(=O)N(c2ccc(F)cc2)C1 (centres undefined)
